HttQ103 aggreg: reduces HttQ103-GFP aggregates in PC12 cells; PC12 HttQ103-GFP aggregates, Acumen cytometry, 40 h; Potency, µM (highest dose often 46.1 µM), inactives show at the top dose activity change, negative = inhibition, hits mostly inhibitors; hit rate 1.1% among 220,000; AID 1688; note: potency is the fitted concentration of half-maximal effect; % is set by controls: 0 for no effect and ±100 for the full control effect; nearly all actives have a fitted effect of over 60% in size
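Quantitative HTS on tebufenozide-induced (100 nM) PC12 cells stably expressing polyQ103 Huntingtin exon 1–GFP. Reduction of bright GFP aggregates, detected by laser scanning cytometry after lysis, identified actives across the titration.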
GAA inhib: inhibitors of human lysosomal alpha-glucosidase; P10253; purified human GAA, 4-MU-alpha-glucoside fluorescence; Potency, µM (titrated, usually from 76.9 µM), inactives show at the top dose activity change, negative = inhibition, most hits filed as inhibitors; hit rate 0.005% among 200,000; AID 1466;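 note: potency is the fitted concentration of half-maximal effect; plate controls were uninhibited enzyme wells for no effect and no-enzyme background for full effect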
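AC50 values come from Hill fits of compound titrations (up to 77 uM) against 4 nM human enzyme. Substrate 4-methylumbelliferyl-alpha-D-pyranoside at 400 uM, pH 5.0 citrate buffer, 20 min room temperature; fluorescence Ex 365/Em 440 after alkaline stop.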
GAA glycogen: alters human alpha-glucosidase cleavage of glycogen; recombinant GAA, glycogen substrate, Amplex Red glucose oxidase fluorescence; Potency, µM (top dose mostly 76.4 µM), for inactives: top-dose activity change, negative = inhibition, usual class: inhibitors; hit rate 0.38% among 300,000; AID 2100;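 note: potency is the fitted concentration of half-maximal effect; 0% = full enzyme reaction and -100% = no-enzyme basal signal; the screen sought inhibitors and activators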
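Natural-substrate format: glycogen cleavage by 4 nM human enzyme, glucose read by Amplex Red coupling (Ex 573, Em 610 nm). Normalized to enzyme and no-enzyme controls.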
HTT ATP protect: cytoprotection in Huntington HTT-Q103 PC12 cell model. PC12 HTT-Q103 induced, cytoprotection, ATP luminescence, 40 h. Potency, µM (highest dose often 56.4 µM), without a hit: cytoprotection (ATP increase), most hits filed as activators. hit rate 0.14% among 230,000;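 note: potency is the fitted concentration of half-maximal effect; % of control where 0% means no effect; nearly all actives have a fitted effect of over 45% in size; toxic huntingtin expression switched on by the ecdysone agonist tebufenozide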
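Cells were plated at 1500 per well in phenol red-free DMEM with 5% equine and 5% calf serum. Tebufenozide (100 nM final) and compounds were added, then ATPlite reagent, and luminescence was read.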
CBFb-RUNX1 inh: CBF-beta/RUNX1 interaction disruption; 230,000 tested, under 10 active; AID 1477; AlphaScreen CBFb-His/RUNX1-biotin binding, biochemical; Potency, µM (doses to about 59.8 µM), inactives show top-dose activity, negative = inhibition, hits mostly inhibitors; Q01196+Q13951; note: % of control where 0% means no effect
Target sequence (Q01196 whole entry, looked up): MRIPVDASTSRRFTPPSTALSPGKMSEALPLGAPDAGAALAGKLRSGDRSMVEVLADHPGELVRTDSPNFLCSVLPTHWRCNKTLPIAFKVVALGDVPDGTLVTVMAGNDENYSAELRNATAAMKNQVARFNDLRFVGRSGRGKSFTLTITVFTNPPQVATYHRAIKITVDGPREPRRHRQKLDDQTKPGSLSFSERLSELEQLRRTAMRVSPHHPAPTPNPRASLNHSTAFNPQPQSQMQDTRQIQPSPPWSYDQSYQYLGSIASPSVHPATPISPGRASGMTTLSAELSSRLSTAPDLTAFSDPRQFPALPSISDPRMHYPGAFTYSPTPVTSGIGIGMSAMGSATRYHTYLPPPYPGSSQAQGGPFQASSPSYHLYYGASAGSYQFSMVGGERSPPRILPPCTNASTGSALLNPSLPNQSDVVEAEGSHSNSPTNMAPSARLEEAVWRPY
Target sequence (Q13951 whole entry, looked up): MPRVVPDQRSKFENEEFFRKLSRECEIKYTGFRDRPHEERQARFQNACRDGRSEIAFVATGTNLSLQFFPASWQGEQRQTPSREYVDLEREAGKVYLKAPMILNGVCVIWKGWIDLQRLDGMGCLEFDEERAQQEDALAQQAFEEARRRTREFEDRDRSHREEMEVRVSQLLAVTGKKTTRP
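Compounds were screened at multiple concentrations against a preformed CBF-beta(His)/RUNX1(biotin) complex (30 nM of each) for 15 min at room temperature, followed by 90 min with nickel and streptavidin beads and AlphaScreen reading.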
Lamin A splicing: changes lamin A minigene splicing in HeLa cells; HeLa LMNA splicing GFP/RFP minigene ratio, 48 h; Potency, µM (top dose mostly 46.1 µM), without a hit: at the highest dose ratio change, negative = inhibition, usual class: inhibitors; hit rate 0.01% among 200,000; active = well fitted inhibition curve with a large enough effect in the signal ratio, with a control signal flat, not every such curve was filed as active; inconclusive = small, poorly fitted or top-dose-only effect, or effect the other way, or a change in a side signal; the % refers to the signal ratio; note: potency is the fitted concentration of half-maximal effect; % is set by controls: 0 for no effect and ±100 for the full control effect
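S3 HeLa cells stably expressing lamin A-EGFP splicing minigene plus DsRed2, 600 cells/well, 48 h compound exposure at 37C. Laser-scanning cytometry; analysed as GFP (500-530 nm)/RFP (575-640 nm) total intensity ratio; 0.5% DMSO vehicle.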
aGlu spleen mod: inhibits or activates alpha-glucosidase in human spleen homogenate. P10253. human spleen homogenate, 4-MU-alpha-glucoside fluorescence. Potency, µM (titrated, usually from 79.9 µM), for inactives: at the top dose activity change, negative = inhibition, usual class: inhibitors. hit rate 0.006% among 240,000;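 note: potency is the fitted concentration of half-maximal effect; 0% = enzyme with vehicle and -100% = no enzyme basal signal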
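Enzyme source: human spleen homogenate, 1 ug/well. Buffer 50 mM citric acid/K phosphate pH 5.0, 0.01% Tween-20. 4-MU-alpha-glucoside 1 mM; 37 C x 40 min; NaOH/glycine stop; fluorescence.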
Numbers without * were called inactive; ? = inconclusive; nt = not tested or not shown; [ ] = dose if it differs, or a comment. Unless noted, calls come from the whole dose curve; as a rule, active = well fitted curve in the direction sought with a large enough effect; inconclusive = small, poorly fitted or top-dose-only effect, or another doubt; inactive = no such curve, though single readings can be large; an effect the other way counts as inactive or inconclusive.

item | compound | HttQ103 aggreg | GAA inhib | GAA glycogen | HTT ATP protect | CBFb-RUNX1 inh | Lamin A splicing | aGlu spleen mod
1 | CC(C)(CSc1nncn1/N=C/c1ccco1)NS(=O)(=O)c1ccc(Cl)cc1 | -5.2% | 10.5% | 1.2% | -3.8%[10 µM] | 6.2% | 5.4% | -10.4%
2 | Cc1cc(C)c(S(=O)(=O)N(C)Cc2cnn(C)c2)c(C)c1 | -6.5% | -3.2% | 2.2% | 3.3% | 6.7% | -6.8% | -3.7%
3 | Cc1nn(CCC#N)c2[nH]c(=O)cc(C(F)(F)F)c12 | -8.6%[9.22 µM] | 8.9% | 29.6% | 1.4%[10 µM] | 1.2% | ? | 0.6%
4 | Cn1c(=O)c(-c2cc(F)cc(F)c2)nc2cnc(Nc3ccccc3)nc21 | nt | nt | nt | -26.7% | nt | -12.6% | 0.8%
5 | CCOc1ccc(NC(=O)CN2CCN(CC(=O)Nc3ccc(Cl)c(C(F)(F)F)c3)CC2)cc1 | 20.8%[1.84 µM] | ? | -10.7% | -31.5% | 0.4% | ? | -22.4%
6 | CCOC(=O)CSc1nc2c(c(=O)n1-c1ccc(OCC)cc1)SCC2 | -26.2% | 0.3% | 3.5% | 1.7% | 1.3% | 0.2% | 0.1%
7 | CN(C)C(=O)N(CCCN1CCOCC1)Cc1cccc2ccccc12 | 1.7%[9.22 µM] | nt | 5.6% | 4.0%[10 µM] | -1.2% | nt | 5.1%
8 | CCn1nc(C)c(/C=N/NC(=O)Cn2cncn2)c1C | -16.5%[9.22 µM] | nt | 0.0% | -2.6%[10 µM] | 2.4% | nt | 0.0%
9 | COc1ccc(N(CC(=O)Nc2cccc(N(C)S(C)(=O)=O)c2)S(=O)(=O)c2ccc(C)cc2)cc1 | -5.1% | -11.9% | -5.2% | -46.8%[inhibitor] | 1.3% | nt | -6.9%
10 | CC1CCCCC1NC(=O)CCS(=O)(=O)c1cccc2nonc12 (stereo not drawn) | 11.0% | 1.4% | 11.1% | 10.5% | -9.5% | -7.4% | 10.6%
11 | CCOCC(=O)Nc1cc(Cl)ccc1C | -0.6%[9.22 µM] | ? | -4.6% | -8.6%[10 µM] | 1.2% | 11.8%[46 µM] | -19.3%
12 | COC(=O)CSc1nc(NCc2ccccc2)nc(N(C)C)n1 | 6.9% | 6.8% | -5.5% | -37.4%[inhibitor] | 4.0% | -5.9%[46 µM] | -1.2%
13 | CCc1nnc(NC(=O)CSc2nnc(CNc3cccc(Cl)c3)n2CC)s1 | 23.5% | -0.6% | 7.6% | 11.0% | -1.7% | -8.9% | 9.5%
14 | CCc1ccc(C(C)NC(=O)c2cc(C)oc2C)cc1 (stereo not drawn) | ? | -7.5% | 4.5% | -19.1% | 0.6% | 5.0% | -8.4%
15 | COc1ccc(C(=O)Cn2nnc(-c3cccs3)n2)cc1 | -12.3% | -9.1% | 6.1% | -20.7%[1.9 µM] | 13.4% | 18.0% | -1.1%
16 | O=S(=O)(NCC(c1ccco1)N1CCN(c2ccccc2F)CC1)c1ccccc1 (stereo not drawn) | 10.2% | ? | -8.8% | -1.1%[10 µM] | -10.1% | ? | -3.9%
17 | Nc1n[nH]c(N)c1N=Nc1cccc(F)c1 | 1.1% | ? | 1.2% | nt | -23.7% | 11.4% | -26.2%
18 | O=C(/C=C/c1ccccc1)Nn1cnnc1 | -0.9% | 2.3% | 0.6% | -36.9% | -1.6% | 1.9% | -1.8%
19 | Cc1cccc(C)c1NC(=O)Cn1nnc(-c2ccc(CN3CCC(C)CC3)cc2)n1 | -10.8%[9.22 µM] | ? | -7.8% | 17.0%[10 µM] | -0.3% | -3.9%[46 µM] | 1.8%
20 | COc1ccc2c(CC(=O)NCC3CCC(C(=O)O)CC3)cc(=O)oc2c1 (stereo not drawn) | 13.1% | -18.6%[15.4 µM] | -1.6% | -10.7% | 4.3% | 1.9%[0.0737 µM] | -8.4%
21 | CC1(C)C(=O)C2(C(=O)NCc3ccccc3)CCC1C2 (stereo not drawn) | 12.3% | -12.2% | 4.1% | 16.0% | 0.7% | 1.4% | 7.7%
22 | O=C(O)/C=C/C(=O)NNC(=O)c1ccc(Cl)cc1Cl | 10.5%[9.22 µM] | -0.1% | -3.3% | 25.1%[10 µM] | 4.5% | nt | -4.3%
23 | O=C(N/N=C/c1cc2ccccc2nc1Cl)/C(=C/c1cccs1)NC(=O)c1ccccc1 | 25.1% | 0.5% | 10.4% | -13.8% | ? | -2.6% | -3.1%
24 | CC(NC(=O)NCCCC(=O)O)(C(F)(F)F)C(F)(F)F | -12.0% | -14.1% | -3.7% | -28.8% | 2.6% | 9.4% | -3.8%
25 | Cc1ccc2nc(C)c(C(=O)NN=C3CCN(C)CC3)n2c1 | ? | 3.3% | -29.5% | -116.2%[inhibitor] | 2.6% | 13.6%[46 µM] | 3.9%
26 | O=C(CSc1nc2[nH]ncc2c(=O)[nH]1)c1ccccc1 | -9.8%[9.22 µM] | 14.2% | -18.8% | -20.6% | 10.5% | -6.2%[46 µM] | -8.6%
27 | CCOC(=O)c1c(NC(C)=O)sc2c(OCC(O)CN(CC)CC)c(Br)ccc12 (stereo not drawn) | ? | -11.3% | -23.5% | -51.8%[inhibitor] | 5.9% | nt | nt
28 | COc1cccc(NC(=O)COC(=O)c2cccnc2)c1 | 2.6% | 1.9% | 2.0% | -6.0%[10 µM] | 0.3% | 10.1% | -4.4%
29 | COC(=O)NC(c1cccc(F)c1)[C@]1(C(C)=O)CCCC1=O (stereo partly drawn) | nt | nt | nt | -7.3%[10 µM] | 4.4%[13.1 µM] | nt | 2.3%[17.4 µM]
30 | CC(/C=C/c1ccc2c(c1)OCO2)=N\NC(=O)COc1ccccc1C | -5.2% | -16.2% | 1.8% | 19.6%[10 µM] | 9.0% | -8.8% | -0.4%
31 | CC(=O)Nc1ccc(C(=O)NNS(=O)(=O)c2ccc(C)cc2)cc1 | 26.1% | -1.6% | ? | -48.0% | -12.6% | 3.6%[46 µM] | -1.6%
32 | CCN(c1ccc(NC(=O)COC(=O)c2ccc(C)s2)cc1)C(C)C | 15.0% | -4.5% | -12.7% | -44.4% | -13.5% | -14.6%[46 µM] | 3.9%
33 | CSc1ccc(CN2CCN(CCC(C)C)C(CCO)C2)cc1 (stereo not drawn) | 19.9% | 4.4% | 2.6% | -35.9%[inhibitor] | 3.8% | -5.2%[46 µM] | 6.8%
34 | COc1cc(/C=N/NC(=O)C(=O)NCc2cccnc2)ccc1O | -3.0% | -22.5% | -21.4% | -14.7%[10 µM] | 15.1% | -5.3% | 0.1%
35 | COc1ccc(CCNC(=O)c2cc(CC(C)C)on2)cc1OC | ? | 4.8%[15.4 µM] | 1.8% | -19.1% | -2.6% | -8.2% | 5.1%
36 | [O-][N+]1=C2CCC/C(=N\O)C2=NC12CCCCC2 | -4.1% | 0.9%[15.4 µM] | 5.8% | -3.4% | 4.0% | -2.5% | 6.9%
37 | Nn1c(SCC(=O)NC2CCS(=O)(=O)C2)nnc1-c1cccs1 (stereo not drawn) | -5.0%[9.22 µM] | nt | 0.4% | -1.7%[10 µM] | 2.3% | nt | -10.6%
38 | CC1CN=C(N(C(=O)Nc2ccccc2)c2ccc(F)cc2)S1 (stereo not drawn) | -8.3% | -6.7% | 5.1% | -8.9% | 1.7% | -6.5% | 0.1%
39 | CN(C)C(=O)CSc1n[nH]c(-c2ccco2)n1 | -7.9%[9.22 µM] | -20.7% | 18.5% | -14.0%[10 µM] | -0.2% | nt | -4.2%
40 | Cc1ccc(-n2c(Cc3cccn3C)nnc2SCC(=O)Nc2cc(C)on2)cc1 | 6.5% | -5.1% | 10.1% | -25.4% | -8.4% | 11.0% | -8.0%
41 | CCSc1nc2c(c(=O)[nH]c(=O)n2C)n1CC(O)COc1ccccc1C (stereo not drawn) | 5.6% | 4.2% | -6.1% | -6.3%[10 µM] | 10.4% | -2.5% | -5.8%
42 | O=C(CSc1ncn(-c2ccccc2)n1)Nc1ccc2c(c1)OCO2 | 1.3% | -0.6% | 6.6% | -9.9%[0.074 µM] | -2.8% | -1.0% | -10.8%
43 | O=C1c2ccccc2C(=O)N1CCCCSc1nc2ccccc2c(=O)n1CCCN1CCOCC1 | -7.2% | -5.1% | 10.4% | -19.6% | -1.4% | ? | 4.5%
44 | COc1ccc2c(c1)CCC1=C2NC(=S)NC1c1ccc(N(C)C)cc1 (stereo not drawn) | 12.0%[9.22 µM] | -4.2% | -10.7% | -1.0%[10 µM] | ? | ? | 10.3%
45 | C/C(Cl)=C/Cn1c(SCc2ccc(Cl)cc2)nc2c1c(=O)[nH]c(=O)n2C | ? | 2.5% | 3.0% | -1.4% | 8.2% | 11.4% | -7.9%
46 | COc1ccccc1-c1cncnc1Nc1ccc(F)cc1 | nt | nt | nt | -7.2% | nt | ? | 2.7%
47 | CCOC(=O)c1c(C)[nH]c(C(=O)Nc2ccc(NC(C)=O)cc2)c1C | 2.4% | 0.2% | 5.6% | 2.4%[10 µM] | -4.5% | 10.3%[46 µM] | 2.4%
48 | CCOC(=O)c1c(C)[nH]c(C(=O)/C(C#N)=C/c2ccc(OC)c(OC)c2)c1C | 13.2% | 8.8% | -8.7% | 23.6%[10 µM] | 3.4% | -17.6% | 2.3%
49 | O=C(Nc1cccc(O)c1)c1ccccc1 | -16.9% | -3.6% | 3.6% | 26.0%[10 µM] | 8.7% | 0.4% | -0.4%
50 | COc1ccc(CSc2nc3ccccc3c(=O)[nH]2)cc1F | -0.5%[9.22 µM] | -3.5% | 27.9% | -2.9%[10 µM] | 2.3% | -6.0%[46 µM] | 5.4%
51 | O=C1c2ccccc2NC(c2ccccc2)N1CCCN1CCOCC1 (stereo not drawn) | 3.2%[9.22 µM] | 0.6%[15.4 µM] | -27.3% | 20.3%[10 µM] | -4.2% | nt | 1.8%
52 | CCCCC(=O)NC(=S)Nc1nnn(CCC)n1 | 2.0% | -4.6% | -18.6% | -7.5% | -2.7% | ? | -8.8%
53 | CCOC1=NN(c2ccc(Cl)cc2)C(=O)/C1=C\N(C)C | -5.0% | -1.7% | -12.7% | -44.6%[inhibitor] | -16.6% | ? | 0.2%
54 | Cc1csc(NC(=O)c2ccco2)n1 | ? | -6.9% | 0.6% | -10.2% | 11.2% | 13.5% | -2.9%

High-throughput results deposited in PubChem BioAssay by National Center for Advancing Translational Sciences (NCATS).
